High-throughput results: PubChem, several laboratories
IMP-1 inhibitor: inhibitors of Pseudomonas aeruginosa IMP-1 metallo-beta-lactamase; 290,000 tested, 0.45% active; AID 1556; inhibition, % at 5.6 µM; purified IMP-1, nitrocefin hydrolysis, epi-absorbance fluorescence;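 active = inhibition above the mean plus 3 SD of all compounds in the same screening run, cut at about 4.5% in these data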;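 note: 0% = IMP-1 with DMSO and 100% = DMSO wells lacking enzyme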
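System – purified recombinant IMP-1 beta-lactamase · Input – IMP-1 dispensed at 0.2 nM · Timing – 15 min preincubation plus 25 min reaction at 25 °C · Signal – Epi-absorbance fluorescence, 480 nm excitation, 530 nm emission · Measure – percent IMP-1 inhibition derived from blank-referenced optical density · Controls – Enzyme-plus-DMSO low control, enzyme-free DMSO high control · Replication – singlicate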
IDE cell activ: boosts human insulin-degrading enzyme activity in HEK cells; FAbeta-B cleavage, fluorescence polarization; 0% vehicle, 100% cell-free pure enzyme wells; activation, % at 5.96 µM; 340,000 tested, 0.073% active; AID 493087;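 active = activation above the mean of all tested compounds plus 3 SD, set per screening campaign, cut at about 17% in these data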
HCV NS3 hel inh: inhibitors of Hepatitis C virus NS3 helicase. 290,000 tested, 0.56% active. NS3 helicase DNA unwinding, Cy5 molecular beacon fluorescence. AID 1800. inhibition, % at 10.9 µM;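 active = inhibition above the mean of all tested compounds plus 3 SD, set per campaign, cut at about 35% in these data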;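 note: 0% = DMSO wells and 100% = thioflavine S control wells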
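Control set: DMSO versus 110 µM thioflavine S; Material: NS3 helicase fragment of HCV; Measured by: Cy5 fluorescence at 0 and 60 min, beacon hairpin quenching; Read-out basis: percent inhibition from t60/t0 fluorescence ratio; Times: reaction time 60 min, 25 °C; Repeats: single replicate; Compound dosing: single dose, 10.9 µM nominal final, DMSO 0.8% final.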
VIM-2 inhibitor: inhibitors of Pseudomonas aeruginosa VIM-2 metallo-beta-lactamase. purified VIM-2, nitrocefin hydrolysis, epi-absorbance fluorescence. inhibition, % at 5.6 µM. 290,000 tested, 0.89% active;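 active = inhibition above the mean of all tested compounds plus 3 SD, cutoff set per screening run, cut at about 7.5% in these data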;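 note: red hydrolysis product quenches plate fluorescence so inhibitors raise well fluorescence; 0% = enzyme with DMSO and 100% = DMSO without enzyme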
MEKK3 PB1 HTS: modulators (inhibitors or enhancers) of MEK5 binding to human MEKK3 PB1 domain; AID 1529; bead-based flow cytometry, Alexa488-MEK5 binding to MEKK3; actives lie on both sides; 0 = blocked by unlabeled MEK5, 100 = vehicle; Q99759; binding response (% of control), % at 10 µM; 290,000 tested, 1.4% active;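 active = binding response more than 3 SD above or below the average of its plate-row segment, actives on both sides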;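 note: Alexa488 bead fluorescence after subtracting the streptavidin-only scavenger bead signal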
Target sequence (Q99759 whole entry, looked up, the tested form may be a part): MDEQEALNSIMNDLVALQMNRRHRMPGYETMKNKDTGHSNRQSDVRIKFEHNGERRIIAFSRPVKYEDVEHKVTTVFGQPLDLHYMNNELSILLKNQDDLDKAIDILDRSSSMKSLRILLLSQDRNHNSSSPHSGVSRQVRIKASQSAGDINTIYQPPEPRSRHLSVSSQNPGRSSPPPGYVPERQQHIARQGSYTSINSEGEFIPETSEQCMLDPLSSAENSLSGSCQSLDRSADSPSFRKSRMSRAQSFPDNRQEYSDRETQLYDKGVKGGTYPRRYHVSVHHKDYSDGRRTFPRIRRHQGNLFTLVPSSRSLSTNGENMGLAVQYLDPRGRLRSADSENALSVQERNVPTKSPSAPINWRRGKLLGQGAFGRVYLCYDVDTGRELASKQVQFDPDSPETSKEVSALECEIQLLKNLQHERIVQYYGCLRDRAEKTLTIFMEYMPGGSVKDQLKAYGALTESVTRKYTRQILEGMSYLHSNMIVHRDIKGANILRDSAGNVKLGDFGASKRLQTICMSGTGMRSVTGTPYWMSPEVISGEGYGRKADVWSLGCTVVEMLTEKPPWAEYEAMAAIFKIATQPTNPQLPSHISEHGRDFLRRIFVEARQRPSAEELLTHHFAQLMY
pCIP destab: compounds decreasing mouse p/CIP protein stability; Q05BA5; F442A p/CIP-EGFP cells, EGFP fluorescence, 16 h; decrease of EGFP signal, % at 10 µM; 290,000 tested, 0.01% active; AID 1984;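 active = EGFP signal decrease of at least 30% at 10 µM or well 3 SD below plate mean, unless failing retest; inactive = the rest, including hits failing retest or dose response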; note: some compounds called inactive have numbers as strong as hits; many of its hits are not listed in these tables
UBC9 SUMO inh: inhibitors of human SUMOylation (UBC9) | HTRF SUMOylation assay, SAE1/SAE2 + UBC9, in vitro | inhibition, % at 35 µM | 290,000 tested, 0.36% active; in the data active = inhibition above about 50%, passing the limit was not always enough; note: strong numbers were not always called active
Target sequence (P63279 whole entry, looked up): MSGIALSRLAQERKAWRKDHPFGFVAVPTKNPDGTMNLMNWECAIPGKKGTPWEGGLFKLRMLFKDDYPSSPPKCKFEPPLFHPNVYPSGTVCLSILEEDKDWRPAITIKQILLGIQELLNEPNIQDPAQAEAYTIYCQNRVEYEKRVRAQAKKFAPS
DNA FID counter: fluorescent intercalator displacement, NS3 helicase counter-screen | DNA fluorescent intercalator displacement, fluorescence | 290,000 tested, 0.17% active | inhibition, % at 7.9 µM; in the data active = inhibition above about 37%;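 note: 0% = vehicle and 100% = reference compound; higher means more ethidium bromide displaced from hairpin DNA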
PHOSPHO1 block: inhibitors of human PHOSPHO1 phosphatase; recombinant PHOSPHO1, absorbance phosphatase assay; 290,000 tested, 1.1% active; inhibition, % at 13.3 µM; in the data active = inhibition above about 60%
Target sequence (Q8TCT1 whole entry, looked up): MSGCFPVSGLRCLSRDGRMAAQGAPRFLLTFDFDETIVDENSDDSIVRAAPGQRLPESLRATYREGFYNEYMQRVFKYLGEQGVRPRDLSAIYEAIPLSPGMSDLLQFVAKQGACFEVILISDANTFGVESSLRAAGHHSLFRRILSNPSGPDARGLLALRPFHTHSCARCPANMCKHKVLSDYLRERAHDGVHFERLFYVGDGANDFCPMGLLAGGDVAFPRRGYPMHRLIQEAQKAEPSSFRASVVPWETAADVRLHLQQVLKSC
* = called active by the depositor. The list is partial. The share of hits here may be higher or lower than overall.

Molecule | IMP-1 inhibitor | IDE cell activ | HCV NS3 hel inh | VIM-2 inhibitor | MEKK3 PB1 HTS | pCIP destab | UBC9 SUMO inh | DNA FID counter | PHOSPHO1 block
CCOc1cc(CN2CCN(C(=O)CC(C)C)CC2)ccc1OC | -4.9 | 7 | 7 | -3.7 | 105 | -1 | -29 | -5 | 2
O=c1c2sccc2nc(SCc2cc(=O)n3ccccc3n2)n1-c1ccc(Br)cc1 | -1.6 | 2 | 4 | -2.1 | 111 | -19 | -5 | -6 | 3
Cc1ccc(SCC(=O)NCCc2ccc(F)cc2)cc1 | -2.1 | 4 | -3 | 0.3 | 104 | 0 | 8 | -20 | 34
O=CN1CCN(C2CC(=O)N(c3ccc(Br)cc3)C2=O)CC1 (stereo unspecified) | -2.1 | 1 | 1 | -0.6 | 108 | -6 | 12 | -8 | 20
COc1ccccc1OCC(=O)N/N=C1/SCC(=O)N1Cc1ccccc1 | -0.4 | 8 | 0 | -3.0 | 107 | -4 | 17 | -17 | 8
CCN(C(=O)c1cnc(OC)cc1C(F)(F)F)c1ccc(Cl)cc1Cl | -1.9 | -3 | -2 | -2.5 | 93 | -36 | -16 | -19 | 12
CN(c1ccccc1C(=O)N1CCOCC1)S(C)(=O)=O | -1.7 | 1 | 1 | -3.4 | 103 | -3 | -5 | -2 | -7
O=C(O)c1nnn(-c2cccc(C(F)(F)F)c2)c1-c1ccccc1 | -1.6 | -2 | 9 | -0.6 | 96 | -9 | 25 | -9 | 38
Cc1ccc(S(=O)(=O)NCCC(=O)O)cc1 | -2.0 | 1 | 2 | -1.6 | 104 | 2 | 0 | 2 | 10
CCOc1ccc(C(C)=O)cc1N1C(=O)C2C3C=CC(C3)C2C1=O (stereo unspecified) | -2.3 | 1 | -2 | -4.1 | 101 | 2 | 21 | -3 | 19
CCc1ccc(C(C(=O)NC2CCCC2)N(Cc2cccnc2)C(=O)c2csnn2)cc1 (stereo unspecified) | -0.6 | -1 | -3 | -3.3 | 103 | 4 | -4 | -34 | 39
C/C(=N/NC(=O)c1cnccn1)c1cccs1 | -0.4 | 0 | -13 | 0.0 | 115 | -2 | 15 | 0 | 5
CCOc1cccc(C2/C(=C(\O)c3ccc4c(c3)OCCO4)C(=O)C(=O)N2Cc2ccncc2)c1 (stereo unspecified) | 0.0 | 10 | 12 | 0.7 | 105 | -4 | 1 | -56 | 24
CCOC(=O)Cc1csc(NC(=O)COc2ccc3ccccc3c2)n1 | 0.0 | 7 | -6 | -1.9 | 105 | 2 | 7 | -19 | 23
Cc1ccccc1C(=O)N1CCCN(C(=O)c2ccccc2C)CC1 | 3.4 | -2 | 17 | 2.8 | 104 | -2 | 15 | -22 | -2
COc1ccc(NC(=O)CCCn2c(=O)c3sccc3n(Cc3ccccc3C)c2=O)cc1 | -2.2 | 3 | -5 | -3.2 | 97 | 0 | -23 | -21 | -4
O=C(CN1CCN(Cc2ccccc2Cl)CC1)N/N=C/C=C/c1ccccc1[N+](=O)[O-] | -2.8 | -18 | -4 | -1.5 | 99 | 0 | 3 | -1 | -9
C#CCN(C)Cc1ccccc1 | -1.9 | -1 | 11 | -1.7 | 95 | -16 | 34 | -8 | -1
CCC(C)NC(=O)c1cn(-c2cccc(OC)c2)c(=O)c2ccccc12 (stereo unspecified) | -1.9 | 5 | -13 | -0.3 | 100 | 6 | -14 | -13 | -7
COC(=O)c1ccccc1Sc1c(/C=N/OC(=O)c2ccccc2)c(C(F)(F)F)nn1C | 0.1 | 3 | 14 | 0.5 | 105 | 0 | 9 | 1 | 14
O=C(O)C(Cc1ccccc1)N1C(=O)CCC1=O (stereo unspecified) | -1.6 | -6 | 6 | -1.2 | 101 | -6 | -2 | 2 | 40
O=C(O)Cc1ccc2[nH]c3ccc(CC(=O)O)cc3c2c1 | 2.6 | 4 | -2 | -1.5 | 103 | -16 | 14 | 3 | -2
C=CCNc1nc(N)c([N+](=O)[O-])c(NCCO)n1 | -2.3 | 4 | 11 | -2.2 | 101 | -8 | 12 | -5 | 24
Nn1cnnc1SCC(=O)Nc1ccc(C2CCCCC2)cc1 | -2.1 | -3 | -2 | -2.0 | 80 | -10 | 16 | -5 | 22
Cc1ccc(S(=O)(=O)N[C@H](C(=O)OCC(=O)NC(=O)Nc2ccc3c(c2)OCCO3)C(C)C)cc1 | -1.5 | 5 | -2 | -1.8 | 100 | -8 | -12 | -5 | -4
COc1cc2c(cc1OC)C(c1ccc3c(c1)OCO3)CC(=O)N2 (stereo unspecified) | -0.7 | -1 | 0 | -1.3 | 101 | -19 | 1 | -7 | 6
CCOc1cc(C2C(C#N)=C(N)Oc3n[nH]c(-c4ccccc4)c32)ccc1O (stereo unspecified) | -2.1 | -1 | 3 | 1.5 | 125* | -16 | -2 | -4 | 18
Cc1cc2c(C)ccc(C)c2nc1SCC(=O)c1cccs1 | -1.8 | 6 | 4 | -2.7 | 102 | 7 | -14 | -2 | 10
Cc1ccc(COc2ccsc2-c2n[nH]c(=S)n2C)cc1 | -2.8 | -1 | 9 | 34* | 103 | 0 | -6 | -20 | 107*
CC(=O)c1sc(NC(=O)COc2ccc(C)c(C)c2)nc1C | -2.1 | 0 | -7 | -2.4 | 103 | -7 | 8 | -5 | -10

Overlap with the part before: two entries; new compounds follow.
Molecule | IMP-1 inhibitor | IDE cell activ | HCV NS3 hel inh | VIM-2 inhibitor | MEKK3 PB1 HTS | pCIP destab | UBC9 SUMO inh | DNA FID counter | PHOSPHO1 block
Cc1ccc(COc2ccsc2-c2n[nH]c(=S)n2C)cc1 | -2.8 | -1 | 9 | 34* | 103 | 0 | -6 | -20 | 107*
CC(=O)c1sc(NC(=O)COc2ccc(C)c(C)c2)nc1C | -2.1 | 0 | -7 | -2.4 | 103 | -7 | 8 | -5 | -10
C/C=C/c1ccc(OCCCNC(C)CC)c(OC)c1 (stereo unspecified) | -0.1 | 4 | -14 | -3.0 | 117 | -2 | 22 | 5 | 4
Cc1cc(N(C)N)nc(NC(=O)NS(=O)(=O)c2ccccc2Cl)n1 | -5.2 | 4 | -16 | -4.4 | 98 | -8 | -2 | -16 | 42
Cc1ccc(Cc2nc(-c3ccccn3)no2)cc1 | -4.4 | -1 | 6 | -2.3 | 107 | -29 | 18 | -7 | 41
CC(C)(C)OC(=O)N/N=C/c1ccc(Br)cc1 | -1.1 | -4 | 6 | 0.9 | 87 | 4 | -2 | -10 | -40
COc1ccc(/C=C2\Sc3ccc(C(=O)NCCCN4CCCC4)cc3N(C)C2=O)cc1OC | -0.8 | 2 | -64 | 11* | 107 | 5 | 1 | 19 | 40
COc1ccc(-c2cc(=O)oc3c(C)c(OC(C)C(C)=O)ccc23)cc1 (stereo unspecified) | -2.1 | -2 | -2 | -0.2 | 97 | -2 | 10 | -25 | 33
O=C(c1ccccc1Cl)N(C(=O)c1ccccc1Cl)c1nccc(-c2cccs2)n1 | -3.0 | -3 | 0 | -2.7 | 87 | -11 | -1 | 2 | -10
O=C(CSc1nnc(-c2cccnc2)n1-c1ccc(SC(F)F)cc1)N1CCCc2ccccc21 | -4.1 | -4 | -2 | -1.2 | 97 | -13 | 2 | -4 | -20
CC(C(=O)Nc1ccc(S(=O)(=O)N2CCOCC2)cc1)N(c1ccccc1)S(C)(=O)=O (stereo unspecified) | -1.3 | 4 | -1 | -1.4 | 100 | 6 | 3 | -11 | -39
COc1ccc(C(=O)OC2CCN(C)CC2)cc1 | -2.6 | -2 | 3 | -2.1 | 112 | -61 | 0 | -1 | 9
Cn1cc(/C=C/C(=O)N2CCCC(C(=O)c3ccc(C(C)(C)C)cc3)C2)cn1 (stereo unspecified) | -2.5 | 3 | -4 | -0.9 | 112 | 0 | -2 | -39 | 27
CCOc1ccc(C(=O)N/N=C/c2ccc(SC)cc2)cc1 | -5.1 | 0 | 4 | -4.2 | 96 | -5 | 2 | -3 | -4
COCCCn1cnnc1SCc1nc2sc(C(C)=O)c(C)c2c(=O)[nH]1 | -2.4 | 2 | -14 | -0.4 | 98 | -3 | 3 | -10 | -20
COCCn1nnnc1C(C(C)C)N1CCOCC1 (stereo unspecified) | -3.8 | 3 | 4 | -5.1 | 104 | 17 | 12 | 2 | 7
COCCC(=O)N1CCC(Oc2ccc(C(=O)N(C)C(C)c3ccon3)cc2)CC1 (stereo unspecified) | -2.0 | 6 | -3 | -2.6 | 98 | -1 | 8 | -16 | 8
CCOc1ccc(N(CC(=O)N2CCCCCC2)S(=O)(=O)c2ccc(C)cc2)cc1 | -2.4 | 2 | -14 | 0.0 | 104 | -10 | 3 | -49 | 18
CSCC[C@H](NC(=O)OCc1ccccc1)C(=O)O | 0.0 | -4 | 4 | 0.5 | 99 | 3 | 9 | -3 | 9
CN1CCCN(Cc2nc(-c3cccc(C(F)(F)F)c3)no2)CC1 | -3.4 | -3 | 1 | -1.8 | 105 | 0 | 1 | 7 | -2
Nc1nc2ccc([N+](=O)[O-])c(N)c2s1 | 0.1 | 4 | -6 | 1.3 | 79 | 12 | 14 | 5 | -5
CCOc1cc(C(=S)N2CCN(C)CC2)ccc1OCC(=O)N1CCOCC1 | -2.0 | 3 | 4 | 1.6 | 105 | -4 | 27 | 1 | -1
CC(C)CC(=O)Nc1ccnn1C1CCN(C(=O)c2ccccc2F)CC1 | -1.3 | 2 | 4 | -1.6 | 102 | 0 | -6 | -9 | -1
CC(C)(C)c1ccc(OCC(=O)N(c2ccccn2)C2CCCCC2)cc1 | -0.2 | 4 | 7 | -1.3 | 100 | -16 | -10 | -4 | 3
COC(=O)c1cc(NC(=O)c2ccoc2C)cc(C(=O)OC)c1 | 2.0 | -1 | -6 | -1.5 | 100 | -5 | 8 | -13 | 6
Cc1ccc(CNC(=O)CCS(=O)(=O)c2ccc3c(c2)NC(=O)CS3)cc1 | -3.2 | 1 | 3 | -3.4 | 101 | -4 | -4 | -27 | 44
Nc1nonc1C(=Nc1ccccc1)NO | 1.2 | -1 | 2 | 1.8 | 96 | -3 | 21 | 3 | 16
CCn1c(SCC(=O)c2ccc3c(c2)Cc2ccccc2-3)nnc1-c1ccc(N)cc1 | -4.2 | -37 | 3 | -1.2 | 106 | -13 | 16 | -22 | 7
Cc1ccc(C2C(C#N)=C(N)Oc3n[nH]c(C)c32)cc1 (stereo unspecified) | -0.2 | 0 | 4 | -1.0 | 97 | 0 | 6 | -1 | -9
COc1ccccc1CNC(=O)c1cc(C(=O)CC(C)C)c[nH]1 | -1.5 | 2 | 5 | 0.7 | 107 | -3 | 12 | -30 | 24

Compounds shown so far containing bromine:
Molecule | IMP-1 inhibitor | IDE cell activ | HCV NS3 hel inh | VIM-2 inhibitor | MEKK3 PB1 HTS | pCIP destab | UBC9 SUMO inh | DNA FID counter | PHOSPHO1 block
O=c1c2sccc2nc(SCc2cc(=O)n3ccccc3n2)n1-c1ccc(Br)cc1 | -1.6 | 2 | 4 | -2.1 | 111 | -19 | -5 | -6 | 3
O=CN1CCN(C2CC(=O)N(c3ccc(Br)cc3)C2=O)CC1 (stereo unspecified) | -2.1 | 1 | 1 | -0.6 | 108 | -6 | 12 | -8 | 20
CC(C)(C)OC(=O)N/N=C/c1ccc(Br)cc1 | -1.1 | -4 | 6 | 0.9 | 87 | 4 | -2 | -10 | -40
